# LGR2 inh – inhibitors of bursicon-induced Drosophila LGR2 receptor cAMP signaling; actives 0.35% (n = 380,000); inhibition, % at 9.99 µM; AID 720647; HEK293 LGR2, CRE-luciferase, bursicon-stimulated, 4 h;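 active means drop in luminescence signal, shown as inhibition above about 50% in the replicate tests, limit read from the data, passing the limit was not always enough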;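 further: agonist challenge used bursicon conditioned medium at about half maximal strength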
# C2C12 statin – protects C2C12 myotubes from simvastatin toxicity | ATP luminescence, 48 h; scaled: DMSO 0, geranylgeraniol control 100 | actives 0.78% (n = 330,000) | rescue of ATP level, % at 7.49 µM;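 active means mean ATP rescue above about 67%, or every replicate alone reaching that limit, limit read from the data, passing the limit was not always enough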;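 further: myotubes were challenged with 10 µM simvastatin during compound exposure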
# ARNT TACC3 PPI – ARNT/TACC3 interaction disruption. Q9Y6A5. AlphaScreen His-ARNT PAS-B/GST-TACC3 binding, luminescence; TACC3 fragment carries E629A point mutation. inhibition, % at 9.99 µM. actives 0.66% (n = 390,000);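 active means mean inhibition of replicates at least 50% and at least half of replicates each reaching 50%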;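 further: 0% = complete ARNT plus TACC3 wells and 100% = ARNT alone without TACC3; many hits fall short of the cut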
# GSIS activator – GLuc luminescence reporter in INS-1E cells, primary screen for activators of glucose-dependent secretion of insulin; activation, % at 16.6 µM; INS-1E GLuc reporter insulin secretion, 2-3 h; actives 0.61% (n = 370,000); AID 743287;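 active means lowest replicate activation of at least 40%, so every replicate reaches that level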;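 further: 0% = median of neutral control wells and 100% = median of IBMX positive control wells; some compounds called inactive have numbers as strong as hits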
# PGC1a acetyl inh – lowers PGC1a acetylation signal in U2OS cells | AlphaScreen anti-acetyl-lysine; with virally co-expressed GCN5 acetyltransferase | inhibition, % at 15.6 µM | actives 0.17% (n = 350,000) | AID 651687;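 active means every replicate shows inhibition of at least 40%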;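 further: 0% = neutral control wells and 100% = positive control wells; some results beyond the cut were filed as inactive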
# PAX8 reporter – inhibitors of PAX8 transcriptional activity in RMG-I cells; AID 652154; inhibition, % at 12.6 µM; actives 1.2% (n = 360,000); RMG-I TPO-luciferase reporter, SteadyGlo, 24 h;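 active means mean replicate inhibition at least 60% with every replicate also reaching 60%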;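 further: luciferase light reporting Pax8 driven TPO promoter activity; plate controls were median of neutral control wells for no effect and mitoxantrone controls for full effect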
# Cneo AK release – Cryptococcus neoformans lysis via adenylate kinase release; actives 0.2% (n = 360,000); lysis activity, % at 15 µM; C. neoformans lysis, adenylate kinase release luminescence, 4 h; normalised: neutral wells 0, clomiphene wells 100; AID 651654;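 active means mean lysis activity across replicates of at least 80%, whatever share of replicates individually reach that level; inactive means mean lysis activity below 80%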
#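 Test system: log-phase Cryptococcus neoformans yeast cells. Input: 5 × 10^6 yeast cells/mL. Medium: fresh YPD growth medium. Doses: single dose. Incubation: static 4 h at 37 °C with compound, 1 h detection. Measured by: luminescent adenylate kinase detection reagent. Read-out: signal increase indicating cell lysis. Benchmarks: Clomiphene.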
# PglD DTNB – PglD (C. jejuni) enzyme inhibition; purified PglD enzyme, DTNB colorimetric CoA detection; inhibition, % at 12.5 µM; actives 0.098% (n = 360,000); AID 602405; in the data active means inhibition above about 16%, passing the limit was not always enough; further: strong numbers were not always called active
# The depositor's hits bear a star; x = no result given; & = joins results of further samples.
no.	SMILES	LGR2 inh	C2C12 statin	ARNT TACC3 PPI	GSIS activator
1	C[C@H]1CCCCO[C@@H](CN(C)C(=O)C2CCCCC2)[C@@H](C)CN([C@@H](C)CO)C(=O)c2cc(NC(=O)c3ccncc3)ccc2O1	1	20	-8	2
2	O=C(C[C@H]1CC[C@@H]2[C@H](COC[C@@H](O)CN2S(=O)(=O)c2cccc(F)c2)O1)Nc1ccc(-c2ccccc2)cc1	-4	-21	5	-13
3	COc1cc(OC)c(OC)cc1CN1CCSCC1	10	-2	-3	10
4	CN1C(=O)c2cc(NC(=O)Cc3cccs3)ccc2OC[C@@H]2O[C@H](CC(=O)N[C@@H]3CCN(Cc4ccccc4)C3)CC[C@H]21	1	-7	-3	1
5	COC(=O)c1c(C(=O)OC)c2cc(C)ccn2c1Cl	x	101*	-3	x
6	CC(=O)N(c1ccc(C)cc1)S(=O)(=O)c1ccc(Cl)cc1	-20	12	-3	-21
7	CC1CCCC(NC(=O)COC(=O)CCC(=O)c2cccs2)C1C (stereo not given)	11	1	-4	-4
8	Cc1cnc(C(=O)Oc2cccc(Cl)c2Cl)cn1	3	0	x	15
9	Cc1cc(C(F)F)n2ncc(C(=O)NCc3ccc(F)cc3)c2n1	16	-6	0	44*
10	CCOc1ccc(C(=O)NCC(=O)OCC(=O)Nc2cccc(S(=O)(=O)N3CCCC3)c2)cc1	-8	-3	2	24
11	Cc1cc(C)c(NC(=O)Cn2cc3c(n2)CCCC3)c(C)c1	7	3	x	-2
12	CC1CCN(CCCNS(=O)(=O)c2cc(Br)cc3c2N(C(=O)C2CC2)CC3)CC1	2	-10	2	5

no.	PGC1a acetyl inh	PAX8 reporter	Cneo AK release	PglD DTNB
1	3	14	-2	-3
2	-3	72*	1	3
3	12	3	-2	-3
4	x	20	0	2
5	9	x	-2	-6
6	2	-1	x	x
7	5	-4	-1	-1
8	5	7	6	-5
9	x	-11	x	x
10	0	1	-10	-9
11	-5	-3	4	-1
12	x	12	5	2

# The results go on:
no.	SMILES	LGR2 inh	C2C12 statin	ARNT TACC3 PPI	GSIS activator
13	CC(C)NC(=O)Nc1ccc2c(c1)C(=O)N([C@H](C)CO)C[C@@H](C)[C@@H](CN(C)Cc1ccc3c(c1)OCO3)O2	13	4	1	0
14	COc1cccc(S(=O)(=O)Nc2ccc3c(c2)[C@@H]2C[C@H](CC(=O)NCc4ccc(Cl)cc4)O[C@@H](CO)[C@@H]2O3)c1	-2	-2	-1	-33
15	COc1ccc(NS(=O)(=O)c2cccc(-c3n[nH]c(=S)n3Cc3ccccc3)c2)cc1	12	x	0	-14
16	CCCCOc1ccc(Cn2c(=O)oc3ccccc32)cc1	-13	-10	-12	16
17	CSc1ccc(/C=C/C(=O)c2ccc(NC(=O)Cc3ccccc3)cc2)cc1	x	-4	-5	x
18	CCOc1ccc(C2(C)NC(=O)N(CCN(C)C)C2=O)cc1 (stereo not given)	4	14	-2	-13
19	Cc1ccccc1C(=O)NC(CC(C)C)C(=O)NN1C(=O)c2ccccc2C1=O (stereo not given)	15	x	-2	-11
20	CCOCC(=O)Nc1cc(Cl)ccc1C	-3	-2	-5	9
21	CS(=O)(=O)N(CC(=O)Nc1ccccc1-c1ccccc1)c1ccc(F)cc1	17	x	-6	-29
22	Cc1c(N(C)S(=O)(=O)c2ccc(Cl)c(C(=O)N3CCC(C(N)=O)CC3)c2)c(=O)n(-c2ccccc2)n1C	-3	1	-2	9
23	CC1=C(C(=O)N2CCCC(C(=O)c3cccc4ccccc34)C2)OCCO1 (stereo not given)	-4	5	3	-7
24	Cc1ccc(NC(=O)CCc2c(C)nn(-c3ccc(N4CCOCC4)nn3)c2C)cc1F	-47	-4	3	-4

no.	PGC1a acetyl inh	PAX8 reporter	Cneo AK release	PglD DTNB
13	-22	2	-1	4
14	-14	62*	4	-3
15	10	8	x	x
16	4	28	0	-2
17	16	16	-1	-4
18	x	0	-1	6
19	x	-7	x	x
20	-2	28	x	x
21	-12	13	x	x
22	x	5	-2	2
23	-6	6	x	x
24	4	-109	-2	-4

# Continuation.
no.	SMILES	LGR2 inh	C2C12 statin	ARNT TACC3 PPI	GSIS activator
25	COCCNc1nc2ccccc2n1CC(=O)c1ccc(OC)c(OC)c1	5	10	-3	3
26	CCOC(=O)CSc1nnc(-c2cccnc2)n1Cc1ccccc1	x	-7	1	x
27	Cc1ccc(N2CC(C(=O)N3CCC(C(=O)Nc4ccc(Br)cc4)CC3)CC2=O)cc1 (stereo not given)	-1	-2	x	-9
28	COc1ccccc1-c1cn(CC[C@@H]2CC[C@H](NS(=O)(=O)c3ccccc3C)[C@H](CO)O2)nn1	-25	5	-3	3
29	CN(C)CCCNC(=O)C[C@H]1CC[C@@H](NS(=O)(=O)c2ccc(F)cc2)[C@@H](CO)O1	1	-3	-2	-2
30	COc1ccccc1OCCNC(=O)CN1C(=O)NC2(CCCC2)C1=O	9	-8	-2	15
31	Cc1ccc2oc(=O)n(CCOc3ccccc3)c2c1	22	x	-2	3
32	c1ccc(-c2nn3c(Cn4nnc5ccccc54)nnc3s2)nc1	x	6	36	x
33	CCC1=C2CC[C@H]3C(=O)N(CC)C(=O)[C@H]3[C@H]2[C@@]2(Cc3ccccc3)C(=NCCOC)OC(=O)N2C1=O	x	2	3	x
34	Cc1noc(C)c1NC(=O)N[C@@H]1C=C[C@@H](CC(=O)N2CCCCC2)O[C@@H]1CO	13	-8	-5	7
35	O=C(Nc1ccccn1)NC(C(F)(F)F)C(F)(F)F	x	-2	-4	x
36	C[C@H](CO)N1C[C@H](C)[C@@H](CN(C)C(=O)CN2CCOCC2)Oc2ncc(-c3cncnc3)cc2C1=O	19&-2	4&2&-9	-1&-10	6&6

no.	PGC1a acetyl inh	PAX8 reporter	Cneo AK release	PglD DTNB
25	0	12	1	-3
26	-4	x	2	1
27	x	9	1	4
28	0	1	5	2
29	-6	-16	73	-2
30	-16	x	x	3
31	x	4	x	x
32	4	3	-2	-10
33	x	11	4	-2
34	6	0	-2	-1
35	8	-1	-4	-3
36	0&-2&3	0&-13	1&8&-1	-1&0&0

# Given with values under each structure: entries from further up.
# Each structure is followed by: LGR2 inh	C2C12 statin	ARNT TACC3 PPI	GSIS activator	PGC1a acetyl inh	PAX8 reporter	Cneo AK release	PglD DTNB
(26) CCOC(=O)CSc1nnc(-c2cccnc2)n1Cc1ccccc1
    x	-7	1	x	-4	x	2	1
(27) Cc1ccc(N2CC(C(=O)N3CCC(C(=O)Nc4ccc(Br)cc4)CC3)CC2=O)cc1 (stereo not given)
    -1	-2	x	-9	x	9	1	4
(28) COc1ccccc1-c1cn(CC[C@@H]2CC[C@H](NS(=O)(=O)c3ccccc3C)[C@H](CO)O2)nn1
    -25	5	-3	3	0	1	5	2
(29) CN(C)CCCNC(=O)C[C@H]1CC[C@@H](NS(=O)(=O)c2ccc(F)cc2)[C@@H](CO)O1
    1	-3	-2	-2	-6	-16	73	-2
(30) COc1ccccc1OCCNC(=O)CN1C(=O)NC2(CCCC2)C1=O
    9	-8	-2	15	-16	x	x	3
(31) Cc1ccc2oc(=O)n(CCOc3ccccc3)c2c1
    22	x	-2	3	x	4	x	x
(32) c1ccc(-c2nn3c(Cn4nnc5ccccc54)nnc3s2)nc1
    x	6	36	x	4	3	-2	-10
(33) CCC1=C2CC[C@H]3C(=O)N(CC)C(=O)[C@H]3[C@H]2[C@@]2(Cc3ccccc3)C(=NCCOC)OC(=O)N2C1=O
    x	2	3	x	x	11	4	-2
(34) Cc1noc(C)c1NC(=O)N[C@@H]1C=C[C@@H](CC(=O)N2CCCCC2)O[C@@H]1CO
    13	-8	-5	7	6	0	-2	-1
(35) O=C(Nc1ccccn1)NC(C(F)(F)F)C(F)(F)F
    x	-2	-4	x	8	-1	-4	-3
(36) C[C@H](CO)N1C[C@H](C)[C@@H](CN(C)C(=O)CN2CCOCC2)Oc2ncc(-c3cncnc3)cc2C1=O
    19&-2	4&2&-9	-1&-10	6&6	0&-2&3	0&-13	1&8&-1	-1&0&0

# Carrying on:
no.	SMILES	LGR2 inh	C2C12 statin	ARNT TACC3 PPI	GSIS activator
37	O=C(c1ccccc1NS(=O)(=O)c1ccc(F)cc1F)N1CCCCC1	13	3	-10	-4
38	CCOc1ccc(S(=O)(=O)N2CCOCC2)cc1NC(=O)CN1C(=O)NC(C)(C2CC2)C1=O (stereo not given)	-4	16	x	6
39	CC(C)(C)c1ccc(NC(=O)NC2CCCc3ccccc32)cc1 (stereo not given)	-3	-28	-1	-9
40	COCCNC(=O)C(c1ccccc1)N(CCOC)C(=O)Cn1nnc2ccccc21 (stereo not given)	x	-9	-5	x
41	COc1ccccc1S(=O)(=O)N[C@@H]1CC[C@@H](CC(=O)N2CCCCC2)O[C@@H]1CO	-3	4	-31	3
42	CNC[C@H]1Oc2ccc(NC(=O)Nc3ccc(C(F)(F)F)cc3)cc2C(=O)N([C@@H](C)CO)C[C@H]1C	4	24	2	3
43	Cc1ccccc1OCC(=O)NCC(=O)OCC(=O)c1ccc([N+](=O)[O-])cc1	14	4	-1	2
44	CNC[C@H]1Oc2c(N)cccc2C(=O)N([C@H](C)CO)C[C@H]1C	x	-5	-3	-4
45	C#CCn1cc(Cl)cc(C(=O)Nc2ccccc2)c1=O	-18	x	-1	10
46	Cc1noc(/C=C/N(C)C)c1S(=O)(=O)N1CCCC(C(=O)NCCC2=CCCCC2)C1 (stereo not given)	-6	-24	-3	-14
47	CCOC(=O)c1ccccc1NC(=O)COC(=O)CCNS(=O)(=O)c1ccc(C)c(C)c1	-5	3	-2	3
48	Cc1ccc(S(=O)(=O)N(C)Cc2ccc(C(=O)N/N=C/c3ccc(OC(F)F)cc3OC(F)F)cc2)cc1	x	x	-4	x

no.	PGC1a acetyl inh	PAX8 reporter	Cneo AK release	PglD DTNB
37	1	x	0	-1
38	-1	10	-1	-2
39	-7	5	0	-1
40	-5	12	0	-3
41	-3	-13	13	0
42	5	0	-3	-4
43	6	6	-6	1
44	1	2	-6	-1
45	x	-13	x	x
46	x	-12	-2	1
47	x	-5	2	-2
48	x	28	1	-3

# Source: PubChem
